Source: PubChem
PolyA inhibitor: polyadenylation inhibitors in yeast reporter cells, primary screen, luminescence, S. cerevisiae; S. cerevisiae SKY197-pL101 polyadenylation reporter, beta-gal luminescence; efflux-impaired pdr1/pdr3 knockout yeast; score 100 = 6 SD above DMSO; hit rate 0.02% among 300,000; calls only at 12 µM;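 active means lowest replicate activity score at least 50, where 100 means six control SD above control mean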;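 further: yeast exposed to compound for 9 h at 30 °C; higher score means more reporter readthrough which indicates perturbed polyadenylation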
KCNK3 inh: human KCNK3 channel inhibitors, primary screen, CHO cells, FluxOR thallium flux, B-score. B-score at 10 µM. hit rate 0.84% among 340,000. AID 602410, 2012. FluxOR fluorescence; stronger effect = lower value. Potassium channel subfamily K member 3 (Homo sapiens), O14649;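 active means B-score under library mean minus 4 SD, starting fluorescence ratio at most library mean plus 5 SD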;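 further: more negative B-score means stronger inhibition of thallium flux through KCNK3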
hERG protect: hERG rescue from dofetilide block, primary screen, cell-based, CHO-hERG, FluxOR thallium flux, dofetilide IC70; hit rate 0.51% among 310,000; Voltage-gated inwardly rectifying potassium channel KCNH2 (Homo sapiens), Q12809; activation (rescue from dofetilide block), less the hit threshold, % at 10 µM; dofetilide IC70 present;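 active means activation above the mean of controls blocked by dofetilide plus 5 SD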;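 further: thallium influx through hERG after potassium depolarization seen as dye fluorescence rise; in these data hits start at about 4.7%; inactives centre near -7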
Target sequence (Q12809 whole entry, looked up): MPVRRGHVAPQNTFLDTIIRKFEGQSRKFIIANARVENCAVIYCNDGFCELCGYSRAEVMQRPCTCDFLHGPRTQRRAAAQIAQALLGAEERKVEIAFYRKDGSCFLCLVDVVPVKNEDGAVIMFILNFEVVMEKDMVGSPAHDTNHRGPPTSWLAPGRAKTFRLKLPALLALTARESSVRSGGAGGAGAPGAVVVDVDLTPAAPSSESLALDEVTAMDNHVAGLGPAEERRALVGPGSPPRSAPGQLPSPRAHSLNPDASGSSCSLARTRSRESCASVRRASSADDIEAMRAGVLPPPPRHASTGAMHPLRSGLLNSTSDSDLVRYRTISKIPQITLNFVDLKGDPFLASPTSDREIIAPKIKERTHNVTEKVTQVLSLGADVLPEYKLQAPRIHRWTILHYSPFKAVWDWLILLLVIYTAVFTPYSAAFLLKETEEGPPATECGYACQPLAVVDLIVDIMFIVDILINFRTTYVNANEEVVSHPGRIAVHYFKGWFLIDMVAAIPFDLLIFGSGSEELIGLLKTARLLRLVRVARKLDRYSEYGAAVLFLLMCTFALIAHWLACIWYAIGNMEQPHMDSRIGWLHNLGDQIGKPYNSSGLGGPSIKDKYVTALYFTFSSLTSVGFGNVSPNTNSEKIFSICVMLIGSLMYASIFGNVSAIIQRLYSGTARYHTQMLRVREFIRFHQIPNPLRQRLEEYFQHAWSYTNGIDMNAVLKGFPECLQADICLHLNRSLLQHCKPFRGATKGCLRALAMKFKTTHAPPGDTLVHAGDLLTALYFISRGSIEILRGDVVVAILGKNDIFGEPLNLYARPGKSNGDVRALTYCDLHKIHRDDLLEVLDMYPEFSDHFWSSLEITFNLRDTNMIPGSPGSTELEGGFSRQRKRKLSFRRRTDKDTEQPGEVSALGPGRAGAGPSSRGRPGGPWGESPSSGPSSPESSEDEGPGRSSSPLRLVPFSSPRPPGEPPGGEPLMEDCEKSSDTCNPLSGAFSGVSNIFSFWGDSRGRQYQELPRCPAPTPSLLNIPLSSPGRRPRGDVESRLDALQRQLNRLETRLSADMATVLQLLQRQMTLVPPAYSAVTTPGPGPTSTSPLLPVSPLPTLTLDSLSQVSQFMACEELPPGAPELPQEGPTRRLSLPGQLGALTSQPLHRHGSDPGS
Platelet DG rel: inhibitors of platelet dense granule secretion, primary screen, cell-based, MLPCN, human platelets. hit rate 0.22% among 300,000. inhibition, %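 (compounds screened at 7.5 µM in platelet-rich plasma)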. AID 1663, 2009. human platelet-rich plasma, SFLLRN dense granule ATP release, luminescence;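 active means mean replicate score, as percent of positive control, at or above 50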
TRPC4 agonist: activators of mouse TRPC4 channel, primary screen, Fluo4 calcium, HEK293 TRPC4beta/mu-opioid cells; Short transient receptor potential channel 4 (Mus musculus), Q9QUQ5; Fluo4 calcium fluorescence; stronger effect = higher value; hit rate 0.49% among 310,000; B-score at 10 µM; AID 2237, 2010;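 active means B-score above 5 SD of library B-scores, and initial fluorescence ratio not above library mean plus 5 SD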;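 further: positive B-score marks a calcium rise read as TRPC4 activation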
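System: HEK293 cells stably co-expressing mouse TRPC4beta and mu-opioid receptor; Schedule: Fluo4 dye loading 45 min at room temperature, 110 s recording; Detection: Fluo4 fluorescence, kinetic; Evaluation: B-scored integrated calcium fluorescence ratio; Controls: buffer (low) and maximal DAMGO (high).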
TRPC4 inh: inhibitors of mouse TRPC4 channel, primary screen, Fluo4 calcium, HEK293 TRPC4beta/mu-opioid cells; DAMGO-evoked Fluo4 calcium flux; stronger effect = lower value; hit rate 0.39% among 300,000; Short transient receptor potential channel 4 (Mus musculus), Q9QUQ5; B-score at 10 µM;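 active means B-score over 3 SD under the library average, no early fluorescence shift, positive overall ratio signal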
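Assay system: TRPC4beta/mu-opioid receptor HEK293 cell line; compound dosing: single concentration per test compound; detection: Fluo4 Ca2+ flux fluorescence; evaluation: per-well B score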
KCNK9 inh: KCNK9 potassium channel inhibitors, primary screen, HEK293 cells, thallium flux. B-score at 10 µM. FluxOR thallium flux fluorescence; stronger effect = lower value. hit rate 1.2% among 310,000. AID 488922, 2010. Potassium channel subfamily K member 9 (Homo sapiens), Q9NPC2;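 active means ratio B-score over 3 SD below the library mean, with starting fluorescence within 5 SD of its mean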;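 further: negative B-score means less thallium flux so channel inhibition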
KCNQ1 act: potentiators or activators of KCNQ1 channel, primary screen, cell-based, thallium flux, high-throughput; Potassium voltage-gated channel subfamily KQT member 1 (Homo sapiens), P51787; CHO-K1 KCNQ1, thallium flux FluxOR fluorescence; stronger effect = higher value; B-score at 10 µM; hit rate 0.35% among 310,000; AID 2648, 2010;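 active means fluorescence ratio B-score, a plate-corrected score, at least three library SD, with initial intensity B-score within 5 SD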
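Medium – assay buffer, equal DMSO in all wells · Material – CHO-K1 cell line with stable KCNQ1 potassium channel expression · Signal – kinetic FluxOR thallium fluorescence, 10-s 1-Hz baseline, 110-s post-stimulus read · Compound – single concentration per compound, DMSO matched to controls · Schedule – 37 °C overnight plating, 90-min dark dye load, 20-min compound pretreatment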
TRPC4 potent: positive allosteric modulators of TRPC4, primary screen, cell-based, mouse TRPC4beta, HEK293 mu-opioid, Fluo-4 calcium. DAMGO EC20, Fluo-4 Ca2+ flux; stronger effect = higher value. Short transient receptor potential channel 4 (Mus musculus), Q9QUQ5. B-score at 10 µM. hit rate 0.42% among 310,000;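 active means B-score of calcium response area above 5 SD of library B-scores, with initial fluorescence ratio within 5 SD of library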;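 further: B-score of integrated fluorescence ratio over time as area under calcium response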
Dyrk1A ADPGlo: rat Dyrk1A kinase inhibitors, primary screen, biochemical, single point, plate reader | ADP-Glo luminescence, NFATc1 peptide | AID 504441, 2011 | Dual specificity tyrosine-phosphorylation-regulated kinase 1A (Rattus norvegicus), Q63470 | inhibition, % at 12.5 µM | hit rate 0.43% among 310,000; in the data active means inhibition above about 50%;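 further: plate controls were vehicle with enzyme for no effect and no enzyme for full effect; many of its hits are not listed in these tables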
KCNQ1 block: inhibitors of human KCNQ1 channel, primary screen, cell-based, thallium flux, high-throughput; hit rate 1.3% among 310,000; CHO-K1 KCNQ1, FluxOR thallium flux fluorescence; stronger effect = higher value; B-score at 10 µM; Potassium voltage-gated channel subfamily KQT member 1 (Homo sapiens), P51787;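 active means compounds whose thallium flux B-score, printed positive for inhibition, exceeds three library SD while starting fluorescence stays within three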;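 further: channel opened by potassium depolarization with thallium stimulus after 20 min compound exposure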
The depositor's hits bear a star. A portion of the library; count on the stated rates, not on these rows.

COc1ccc(/C=N/NC(=O)c2nnn(-c3nonc3N)c2CN(C)C2CCCCC2)cc1 was read as PolyA inhibitor inactive, KCNK3 inh inactive, hERG protect -2, Platelet DG rel 0, TRPC4 agonist inactive, TRPC4 inh inactive, KCNK9 inh inactive, KCNQ1 act inactive, TRPC4 potent inactive, Dyrk1A ADPGlo 1 and KCNQ1 block inactive.
O=C(O)c1cnn(-c2ccccc2)c1-c1ccncc1 was read as PolyA inhibitor inactive, KCNK3 inh inactive, hERG protect -2, Platelet DG rel 2, TRPC4 agonist inactive, TRPC4 inh inactive, KCNK9 inh inactive, KCNQ1 act inactive, TRPC4 potent inactive and KCNQ1 block inactive.
For O=C(N/N=C/c1ccc(N2CCOCC2)cc1)c1ccc(NS(=O)(=O)c2cccs2)cc1 the results were PolyA inhibitor inactive, KCNK3 inh inactive, hERG protect -5, Platelet DG rel 2, TRPC4 agonist inactive, TRPC4 inh inactive, KCNK9 inh inactive, KCNQ1 act inactive, TRPC4 potent inactive and KCNQ1 block inactive.
Screening Cc1cc(C(F)F)nn1CC(=O)NC1CCCCCC1 returned PolyA inhibitor inactive, KCNK3 inh inactive, hERG protect -4, Platelet DG rel -5, TRPC4 agonist inactive, TRPC4 inh inactive, KCNK9 inh inactive, KCNQ1 act inactive, TRPC4 potent inactive, Dyrk1A ADPGlo 3 and KCNQ1 block inactive.
For Cc1ccc2nc(NC(=O)CCCC(=O)O)sc2c1 the results were PolyA inhibitor inactive, KCNK3 inh inactive, hERG protect 1, Platelet DG rel 6, TRPC4 agonist inactive, TRPC4 inh inactive, KCNK9 inh inactive, KCNQ1 act inactive, TRPC4 potent inactive, Dyrk1A ADPGlo 62* and KCNQ1 block inactive.
For COc1ccc(C(=O)c2c(C)oc3ccc(O)c(CN4CCOCC4)c23)cc1 the results were PolyA inhibitor inactive, KCNK3 inh inactive, hERG protect -18, Platelet DG rel -2, TRPC4 agonist inactive, TRPC4 inh inactive, KCNK9 inh inactive, KCNQ1 act inactive, TRPC4 potent inactive, Dyrk1A ADPGlo 8 and KCNQ1 block inactive.
Screening O=C(N/N=C/c1ccccc1F)NC1CCCCC1 returned PolyA inhibitor inactive, KCNK3 inh inactive, hERG protect -7, Platelet DG rel -11, TRPC4 agonist 177*, TRPC4 inh inactive, KCNK9 inh inactive, KCNQ1 act inactive, TRPC4 potent 21*, Dyrk1A ADPGlo 2 and KCNQ1 block inactive.
COc1ccc(C(=O)/C=C/c2ccc(OC(=O)c3cc(OC)c(OC)c(OC)c3)cc2)cc1 was read as PolyA inhibitor inactive, KCNK3 inh inactive, hERG protect -7, Platelet DG rel 4, TRPC4 agonist inactive, TRPC4 inh inactive, KCNK9 inh inactive, KCNQ1 act inactive, TRPC4 potent inactive, Dyrk1A ADPGlo -5 and KCNQ1 block inactive.
`Cc1nn(C)cc1C(C(=O)NC1CCCCC1)N(C(=O)Cc1cccs1)c1ccc(C(C)C)cc1` (stereo not given) gave PolyA inhibitor inactive, KCNK3 inh inactive, hERG protect -8, Platelet DG rel 0, TRPC4 agonist 44*, TRPC4 inh inactive, KCNK9 inh inactive, KCNQ1 act inactive, TRPC4 potent inactive, Dyrk1A ADPGlo -6 and KCNQ1 block inactive.
For CCOc1ccccc1NS(=O)(=O)c1cn(C)c(=O)n(C)c1=O the results were PolyA inhibitor inactive, hERG protect -11, Platelet DG rel -8, TRPC4 agonist inactive, TRPC4 inh inactive, KCNK9 inh inactive, KCNQ1 act inactive, TRPC4 potent inactive and KCNQ1 block inactive.
`Cc1c(C)n(CC(O)CNCCO)c2ccccc12` (stereo not given) gave PolyA inhibitor inactive, KCNK3 inh inactive, hERG protect -3, Platelet DG rel 1, TRPC4 agonist inactive, TRPC4 inh inactive, KCNK9 inh inactive, KCNQ1 act inactive, TRPC4 potent inactive, Dyrk1A ADPGlo -23 and KCNQ1 block inactive.
`CS(=O)(=O)N(CC(=O)NC1CCCC1)Cc1ccc(Cl)cc1` gave PolyA inhibitor inactive, KCNK3 inh inactive, hERG protect -10, Platelet DG rel 11, TRPC4 agonist inactive, TRPC4 inh inactive, KCNK9 inh inactive, KCNQ1 act inactive, TRPC4 potent inactive, Dyrk1A ADPGlo 7 and KCNQ1 block inactive.
For CCCn1c2c(c(O)c(C(=O)Nc3ccc(OCC)cc3)c1=O)CCCC2 the results were PolyA inhibitor inactive, KCNK3 inh inactive, hERG protect -6, Platelet DG rel -1, TRPC4 agonist inactive, TRPC4 inh inactive, KCNK9 inh inactive, KCNQ1 act inactive, TRPC4 potent inactive, Dyrk1A ADPGlo 1 and KCNQ1 block inactive.
`CCn1c(SCC(=O)N2CCC(C)CC2)nnc1-c1ccc(S(=O)(=O)N2CCN(C)CC2)cc1` gave PolyA inhibitor inactive, KCNK3 inh inactive, hERG protect -10, Platelet DG rel 6, TRPC4 agonist inactive, TRPC4 inh inactive, KCNK9 inh inactive, KCNQ1 act inactive, TRPC4 potent inactive, Dyrk1A ADPGlo 9 and KCNQ1 block inactive.
COc1ccc(NC(=S)Nn2cnnc2)cc1OC was read as PolyA inhibitor inactive, KCNK3 inh inactive, hERG protect -7, Platelet DG rel 4, TRPC4 agonist inactive, TRPC4 inh inactive, KCNK9 inh inactive, KCNQ1 act inactive, TRPC4 potent inactive, Dyrk1A ADPGlo 3 and KCNQ1 block inactive.
`Cc1ccc(NC(=O)/C(=C/c2cccs2)NC(=O)c2ccco2)cc1` gave PolyA inhibitor inactive, KCNK3 inh inactive, hERG protect -2, Platelet DG rel 3, TRPC4 agonist inactive, TRPC4 inh inactive, KCNK9 inh inactive, KCNQ1 act inactive, TRPC4 potent inactive, Dyrk1A ADPGlo -8 and KCNQ1 block inactive.
O=C(NC1CCCCCC1)c1c(O)c2ccccc2[nH]c1=O was read as PolyA inhibitor inactive, KCNK3 inh inactive, hERG protect -2, Platelet DG rel 2, TRPC4 agonist inactive, TRPC4 inh inactive, KCNK9 inh inactive, KCNQ1 act inactive, TRPC4 potent inactive, Dyrk1A ADPGlo 7 and KCNQ1 block inactive.
For O=C1NCCCC2c3c(cc(Br)c(O)c3Br)OC12N1CCOCC1 (stereo not given) the results were KCNK3 inh inactive, hERG protect -12, Platelet DG rel 8, TRPC4 agonist inactive, TRPC4 inh inactive, KCNK9 inh inactive, KCNQ1 act inactive, TRPC4 potent inactive, Dyrk1A ADPGlo 1 and KCNQ1 block inactive.
Screening COc1cccc2cc(C(C)N(CCCN3CCOCC3)C(=S)Nc3cccc(C)c3C)oc12 (stereo not given) returned PolyA inhibitor inactive, KCNK3 inh inactive, hERG protect -11, Platelet DG rel -5, TRPC4 agonist inactive, TRPC4 inh inactive, KCNK9 inh inactive, KCNQ1 act inactive, TRPC4 potent inactive, Dyrk1A ADPGlo -3 and KCNQ1 block inactive.
`COC(=O)C1=NN(C(C)=O)C2(CC(=O)N(c3cccc(C)c3)C2=O)C1` (stereo not given) gave PolyA inhibitor inactive, KCNK3 inh inactive, hERG protect 1, Platelet DG rel -14, TRPC4 agonist inactive, TRPC4 inh inactive, KCNK9 inh inactive, KCNQ1 act inactive, TRPC4 potent inactive, Dyrk1A ADPGlo 1 and KCNQ1 block inactive.
For CCC(=O)Nc1nnc(/C=C/c2ccc(OC)cc2)s1 the results were PolyA inhibitor inactive, KCNK3 inh inactive, hERG protect -5, Platelet DG rel 2, TRPC4 agonist inactive, TRPC4 inh inactive, KCNK9 inh inactive, KCNQ1 act inactive, TRPC4 potent inactive and KCNQ1 block inactive.
For COc1ccc(OC)c(-n2c(=S)[nH]c3cc(C(=O)N4CCCCC4)ccc3c2=O)c1 the results were PolyA inhibitor inactive, KCNK3 inh inactive, hERG protect -11, Platelet DG rel 27, TRPC4 agonist inactive, TRPC4 inh inactive, KCNK9 inh inactive, KCNQ1 act inactive, TRPC4 potent inactive, Dyrk1A ADPGlo -5 and KCNQ1 block inactive.
For COCCNC(=O)c1ccc(C(=O)C(=O)c2ccccc2)cc1 the results were PolyA inhibitor inactive, KCNK3 inh inactive, hERG protect 1, Platelet DG rel 3, TRPC4 agonist inactive, TRPC4 inh inactive, KCNK9 inh inactive, KCNQ1 act inactive, TRPC4 potent inactive, Dyrk1A ADPGlo 5 and KCNQ1 block inactive.
For CSc1nc2c(c(=O)[nH]c(=O)n2C)n1CCCc1ccccc1 the results were PolyA inhibitor inactive, KCNK3 inh inactive, hERG protect -2, Platelet DG rel 1, TRPC4 agonist inactive, TRPC4 inh inactive, KCNK9 inh inactive, KCNQ1 act inactive, TRPC4 potent inactive, Dyrk1A ADPGlo 0 and KCNQ1 block inactive.
COc1cccc(-c2cccc(NC(=O)C3CCN(Cc4ccc(C)o4)CC3)c2)c1 was read as PolyA inhibitor inactive, KCNK3 inh inactive, hERG protect -5, Platelet DG rel 5, TRPC4 agonist inactive, TRPC4 inh inactive, KCNK9 inh inactive, KCNQ1 act inactive, TRPC4 potent inactive, Dyrk1A ADPGlo 4 and KCNQ1 block inactive.
Screening CCO/C=C1\SC(=S)N(c2ccc(Cl)cc2)C1=O returned PolyA inhibitor inactive, KCNK3 inh inactive, hERG protect -7, Platelet DG rel 3, TRPC4 agonist inactive, TRPC4 inh inactive, KCNK9 inh inactive, KCNQ1 act inactive, TRPC4 potent inactive and KCNQ1 block inactive.
Screening CSc1nnc(NC(=O)c2nc(S(=O)(=O)Cc3ccc(C)cc3)ncc2Cl)s1 returned PolyA inhibitor inactive, KCNK3 inh inactive, hERG protect -12, Platelet DG rel 10, TRPC4 agonist inactive, TRPC4 inh inactive, KCNK9 inh inactive, KCNQ1 act inactive, TRPC4 potent inactive, Dyrk1A ADPGlo -1 and KCNQ1 block inactive.
